Source: PubChem (Broad Institute)
mut p53 react: re-activators of the mutant p53 pathway. SW480 PUMA-promoter luciferase, p53 mutant reactivation. activation, % at 9.98 µM. 28,000 tested, 1.5% active. AID 624151; in the data active means activation above about 52%
STK33 inh: inhibitors of human STK33 kinase. Q9BYT3. ADP-Glo luminescence, MBP substrate. inhibition, % at 12.5 µM. 27,000 tested, 0.44% active. AID 2322; in the data active means inhibition above about 20%
Target sequence (Q9BYT3 whole entry, looked up): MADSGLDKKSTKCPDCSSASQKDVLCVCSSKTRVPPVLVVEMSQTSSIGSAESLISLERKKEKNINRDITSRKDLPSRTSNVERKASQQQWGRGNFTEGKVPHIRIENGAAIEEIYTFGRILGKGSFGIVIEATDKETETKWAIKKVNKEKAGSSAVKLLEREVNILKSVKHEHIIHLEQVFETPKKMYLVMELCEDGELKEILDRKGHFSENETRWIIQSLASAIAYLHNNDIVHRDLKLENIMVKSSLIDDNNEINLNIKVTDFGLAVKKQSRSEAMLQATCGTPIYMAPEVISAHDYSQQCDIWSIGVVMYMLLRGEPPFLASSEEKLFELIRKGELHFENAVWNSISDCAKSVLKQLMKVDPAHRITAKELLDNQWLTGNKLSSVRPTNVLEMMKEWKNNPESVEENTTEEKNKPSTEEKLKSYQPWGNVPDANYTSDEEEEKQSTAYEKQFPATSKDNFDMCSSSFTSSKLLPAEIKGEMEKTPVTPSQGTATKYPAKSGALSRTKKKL
* marks the source's active call; other numbers are inactive results; nt = not tested or not shown.

SMILES | mut p53 react | STK33 inh
C[C@@H]1CCCCO[C@@H](CN(C)Cc2ccc(Cl)c(Cl)c2)[C@@H](C)CN([C@H](C)CO)C(=O)c2cc(NC(=O)CCCN(C)C)ccc2O1 | nt | -7
C[C@@H]1CN([C@@H](C)CO)C(=O)c2cccc(NC(=O)NC3CCCCC3)c2O[C@H]1CN(C)C(=O)Nc1ccc2c(c1)OCO2 | 3 | nt
CCOc1ccccc1-c1nc(SCC(=O)N2c3ccccc3Sc3ccccc32)n[nH]1 | -26 | 0
CCN(CC)C(=O)c1sc(NC(=S)Nc2cnccn2)c(C(=O)OC)c1C | 3 | -1
COc1ccc(OC)c(S(=O)(=O)Nc2ccc(NC(C)=O)cc2)c1 | -2 | 0
COc1ccc(S(=O)(=O)Nc2ccc3c(c2)C(=O)N([C@@H](C)CO)C[C@H](C)[C@H](CN(C)Cc2ccc4c(c2)OCO4)O3)cc1 | nt | 0
CC(C)NC(=O)N(C)C[C@@H]1Oc2ncc(C#CCN(C)C)cc2C(=O)N([C@H](C)CO)C[C@@H]1C | 2 | -1
Cc1ccc(NS(=O)(=O)c2cc(C(=O)Nc3ccccc3C(=O)N3CCOCC3)ccc2Cl)c(C)c1 | 2 | 0
COc1ccccc1NC(=O)Cn1nc(-c2cccc([N+](=O)[O-])c2)c2ccccc2c1=O | -1 | 1
CNC(=O)CN(C#N)c1nc(N(C)C)nc(N(C)C)n1 | 11 | 0

Reprinted at random: 4 entries already listed, in no set order.
SMILES | mut p53 react | STK33 inh
C[C@@H]1CCCCO[C@@H](CN(C)Cc2ccc(Cl)c(Cl)c2)[C@@H](C)CN([C@H](C)CO)C(=O)c2cc(NC(=O)CCCN(C)C)ccc2O1 | nt | -7
CCN(CC)C(=O)c1sc(NC(=S)Nc2cnccn2)c(C(=O)OC)c1C | 3 | -1
COc1ccccc1NC(=O)Cn1nc(-c2cccc([N+](=O)[O-])c2)c2ccccc2c1=O | -1 | 1
C[C@@H]1CN([C@@H](C)CO)C(=O)c2cccc(NC(=O)NC3CCCCC3)c2O[C@H]1CN(C)C(=O)Nc1ccc2c(c1)OCO2 | 3 | nt

(next part)
SMILES | mut p53 react | STK33 inh
COc1ccc(S(=O)(=O)N(C)C[C@H]2Oc3ccc(NC(=O)Nc4ccccc4)cc3CC(=O)N([C@@H](C)CO)C[C@@H]2C)cc1 | nt | 0
Cc1nnc(SCC(=O)Nc2cc(Cl)c(Cl)cc2Cl)s1 | 1 | 2
C[C@@H]1CN([C@H](C)CO)C(=O)c2cc(NC(=O)Cc3cn(C)c4ccccc34)ccc2O[C@@H]1CN(C)C(=O)NC1CCCCC1 | -15 | nt
CCCC(O)c1ccc(C)cc1CCCCCC(=O)O (configuration not stated) | 6 | -3
COc1ccc(S(=O)(=O)N(C)C[C@H]2Oc3ccc(NC(=O)NC4CCCCC4)cc3C(=O)N([C@@H](C)CO)C[C@@H]2C)cc1 | nt | -1
COc1ccc(CN(C)C[C@H]2Oc3ccc(NS(=O)(=O)c4ccc(Cl)cc4)cc3CC(=O)N([C@H](C)CO)C[C@H]2C)cc1 | 9 | 7
COc1ccccc1Cn1c(NCC(C)O)nc2c1c(=O)n(C)c(=O)n2C (configuration not stated) | -3 | -3
C[C@H](CO)N1C[C@H](C)[C@H](CN(C)S(=O)(=O)c2ccccc2C#N)OCc2cn(nn2)CCCC1=O | nt | -1
C[C@H]1CN([C@@H](C)CO)C(=O)CCCn2cc(nn2)CO[C@H]1CN(C)C(=O)c1cc(-c2ccccc2)on1 | 6 | 4
C[C@H]1CN([C@@H](C)CO)C(=O)Cc2cc(NC(=O)Nc3ccc4c(c3)OCO4)ccc2O[C@H]1CN(C)Cc1ccc(Oc2ccccc2)cc1 | nt | 2
Cc1ccc(S(=O)(=O)N(C)C[C@@H]2Oc3ccc(NC(=O)NC(C)C)cc3CC(=O)N([C@H](C)CO)C[C@@H]2C)cc1 | nt | 0
Cc1noc(C)c1S(=O)(=O)Nc1ccc2c(c1)C(=O)N([C@H](C)CO)C[C@@H](C)[C@H](CN(C)C(=O)NC1CCCCC1)O2 | -7 | -1
Cc1noc(C)c1S(=O)(=O)Nc1ccc2c(c1)CC(=O)N([C@H](C)CO)C[C@@H](C)[C@H](CN(C)C(=O)NC(C)C)O2 | 4 | 1
Cc1noc(C)c1NC(=O)N(C)C[C@@H]1OCc2cnnn2CCCC(=O)N([C@@H](C)CO)C[C@H]1C | nt | 4
COc1ccc(NC(=O)Nc2ccc3c(c2)C(=O)N([C@H](C)CO)C[C@H](C)[C@@H](CN(C)S(C)(=O)=O)OCCCC[C@@H](C)O3)cc1 | nt | 0
O=C(CC1(O)C(=O)Nc2ccc(I)cc21)c1ccccn1 (configuration not stated) | 2 | -1
COc1ccc(NC(=O)N(C)C[C@@H]2Oc3ccc(NC(=O)NC(C)C)cc3C(=O)N([C@H](C)CO)C[C@@H]2C)cc1 | -2 | nt
Cc1ccccc1N1C(=O)CC(SCC(=O)Nc2ccccc2)C1=O (configuration not stated) | 3 | 2
Cc1cccc(CN(C)C[C@@H]2OCc3cn(nn3)CCCC(=O)N([C@@H](C)CO)C[C@H]2C)c1 | nt | -2
C=C[C@H](OC)[C@@H](OC(=O)Nc1ccc(SC)cc1)c1ccc(OCCO)cc1 | nt | -8
C[C@H](CO)N1C[C@H](C)[C@H](CN(C)C(=O)Nc2ccc(F)cc2)Oc2cc(-c3cccc(C(=O)N(C)C)c3)ccc2S1(=O)=O | 4 | nt
C=CCn1c(SCC(N)=O)nnc1-c1cc(Br)ccc1O | -10 | -1
CCCCC/C=C\C/C=C\C/C=C\C/C=C\CCCCCC(=O)O | 4 | 0
COc1ccc(NC(=O)Nc2ccc3c(c2)C(=O)N([C@H](C)CO)C[C@H](C)[C@H](CN(C)Cc2ccncc2)OCCCC[C@@H](C)O3)cc1 | nt | 0
CNC[C@@H]1Oc2ccc(NC(=O)Nc3c(C)noc3C)cc2CC(=O)N([C@H](C)CO)C[C@H]1C | 13 | nt
COc1ccc(CN(C)C[C@H]2Oc3c(NS(=O)(=O)c4c(C)noc4C)cccc3C(=O)N([C@H](C)CO)C[C@H]2C)cc1 | 12 | nt
C[C@@H]1CCCCO[C@H](CN(C)C(=O)c2ccccc2)[C@@H](C)CN([C@H](C)CO)C(=O)c2cc(NC(=O)Cc3ccccc3)ccc2O1 | nt | -3
COc1ccccc1-c1noc(CCC(=O)Nc2ccccc2Cl)n1 | 9 | 0
COc1ccc(NC(=O)Nc2ccc3c(c2)C(=O)N([C@H](C)CO)C[C@@H](C)[C@@H](CN(C)C(=O)NC(C)C)O3)cc1 | nt | 1
C[C@@H]1CN([C@@H](C)CO)C(=O)Cc2cc(NC(=O)CCN3CCOCC3)ccc2O[C@@H]1CN(C)S(=O)(=O)c1ccc(F)cc1 | nt | -2
C[C@H](CO)N1C[C@H](C)[C@H](CN(C)C(=O)c2cnccn2)Oc2ncc(C#Cc3ccccn3)cc2C1=O | 19 | nt
Cc1noc(C)c1NC(=O)Nc1cccc2c1O[C@H](CN(C)S(C)(=O)=O)[C@H](C)CN([C@@H](C)CO)C2=O | nt | 4
C[C@@H]1CN([C@@H](C)CO)C(=O)c2cc(NC(=O)CCN3CCOCC3)ccc2O[C@@H]1CN(C)Cc1ccc(C(=O)O)cc1 | nt | 4
C[C@H]1CN([C@@H](C)CO)C(=O)CCCn2nncc2CO[C@H]1CN(C)S(=O)(=O)c1ccc(-c2ccccc2)cc1 | nt | 4
COCC(=O)Nc1ccc2c(c1)[C@H]1C[C@@H](CC(=O)NCc3ccc4c(c3)OCO4)O[C@H](CO)[C@H]1O2 | 8 | nt
COc1ccc(NC(=O)Nc2ccc3c(c2)C(=O)N([C@@H](C)CO)C[C@H](C)[C@@H](CN(C)Cc2ccccc2)OCCCC[C@@H](C)O3)cc1 | -16 | nt
O=C(O)C1C2C=CC(O2)C1C(=O)Nc1ccc(S(=O)(=O)N2CCc3ccccc32)cc1 (configuration not stated) | -9 | -2
COC(=O)Cn1c2c(c3cc(C)ccc31)CCCC2 | 0 | nt
C[C@H]1CN([C@@H](C)CO)C(=O)c2cc(NC(=O)Cc3cn(C)c4ccccc34)ccc2O[C@H]1CN(C)C(=O)NC1CCCCC1 | -2 | -54
Oc1ccc(-c2c(-c3ccccc3)nn3c(C(F)(F)F)cc(C(F)(F)F)nc23)cc1 | -20 | nt
C[C@H]1CN([C@@H](C)CO)C(=O)CCCn2nncc2CO[C@H]1CN(C)C(=O)Nc1ccc(F)cc1 | nt | 1
COc1ccccc1CCNC(=O)c1cc(-c2ccncc2)nc2c(C)c(Cl)ccc12 | -16 | 3
O=C(CSc1nc2ccccc2s1)Nc1ccc(Cl)c(C(F)(F)F)c1 | -1 | 3
C[C@@H]1CN([C@@H](C)CO)C(=O)c2cccc(NC(=O)c3ccc(-c4nccs4)cc3)c2O[C@H]1CN(C)C(=O)Nc1cccc2ccccc12 | -1 | nt
O=[N+]([O-])c1ccccc1/C=C/CN1CCN(CCO)CC1 | 1 | 1
CC(C)NC(=O)Nc1ccc2c(c1)C(=O)N([C@@H](C)CO)C[C@H](C)[C@@H](CN(C)Cc1ccncc1)O2 | nt | -2
COc1ccc(C(Nc2cc(C)ccn2)c2ccc3ccc(C)nc3c2O)cc1 (configuration not stated) | -14 | 4
COc1ccc(NC(=O)Nc2ccc3c(c2)C(=O)N([C@H](C)CO)C[C@@H](C)[C@H](CN(C)S(=O)(=O)c2cn(C)cn2)O3)cc1 | 0 | nt
Cc1cccc(NC(c2ccccc2)c2ccc3ccc(C)nc3c2O)n1 (configuration not stated) | -2 | -4
CC(C)NC(=O)Nc1ccc2c(c1)C(=O)N([C@H](C)CO)C[C@H](C)[C@H](CN(C)C(=O)Nc1ccc(C(F)(F)F)cc1)OCCCC[C@@H](C)O2 | nt | -2
(listing goes on)
SMILES | mut p53 react | STK33 inh
COc1ccc(-c2nnc(SCC(=O)Nc3cc(OC)ccc3OC)n2-c2ccccc2C)cc1 | 5 | 4
C[C@H](CO)N1C[C@H](C)[C@@H](CN(C)S(=O)(=O)c2cccc(F)c2)OCc2cnnn2CCCC1=O | nt | 0
Cc1ccc(-n2c(SCC(=O)OC(C)C)nnc2-c2ccco2)cc1 | -14 | 1
O=C(C[C@@H]1C[C@@H]2c3cc(NC(=O)Nc4ccccc4)ccc3O[C@@H]2[C@@H](CO)O1)NCc1cccc(F)c1 | -5 | nt
C[C@@H]1CN([C@@H](C)CO)C(=O)c2cc(N(C)C)ccc2O[C@@H](C)CCCCO[C@@H]1CN(C)Cc1ccncc1 | 17 | nt
CC(C)NC(=O)Cn1ccc([N+](=O)[O-])n1 | -3 | 1
COc1ccc(NC(=O)N(C)C[C@@H]2Oc3c(cccc3N(C)C)C(=O)N([C@@H](C)CO)C[C@H]2C)cc1 | 10 | nt
Cc1noc(C)c1S(=O)(=O)Nc1ccc2c(c1)C(=O)N([C@H](C)CO)C[C@H](C)[C@H](CN(C)C(=O)NC(C)C)OCCCC[C@@H](C)O2 | -7 | -3
Cc1ccc(S(=O)(=O)N(C)C[C@@H]2Oc3ccc(NS(C)(=O)=O)cc3C(=O)N([C@H](C)CO)C[C@H]2C)cc1 | -2 | -1
C[C@@H]1CN([C@H](C)CO)C(=O)c2cccc(NC(=O)C3CCOCC3)c2O[C@@H]1CN(C)Cc1ccncc1 | -6 | nt
C[C@H]1CN([C@@H](C)CO)C(=O)c2cc(NC(=O)Nc3ccc(C(F)(F)F)cc3)ccc2O[C@H]1CN(C)S(=O)(=O)c1cccs1 | nt | 9
COc1ccc(S(=O)(=O)Nc2ccc3c(c2)C(=O)N([C@@H](C)CO)C[C@H](C)[C@H](CN(C)C(=O)Nc2ccc4c(c2)OCO4)O3)cc1 | nt | 0
O=C(CN1C(=O)c2cccc3cccc1c23)Nc1ccc(S(=O)(=O)N2CCCC2)cc1 | 1 | 3
COc1ccc2[nH]cc(CCNC(N)=O)c2c1 | 6 | -1
COc1ccc(NC(=O)Nc2ccc3c(c2)C(=O)N([C@@H](C)CO)C[C@H](C)[C@H](CN(C)S(=O)(=O)c2ccc(F)cc2)O3)cc1 | nt | 3
Cc1ccc(S(=O)(=O)N(C)CC(=O)Nc2ccc([N+](=O)[O-])cc2)cc1 | 6 | 1
Cc1ccc(NC(=O)COc2cc(C)c(Br)c(C)c2)c([N+](=O)[O-])c1 | 11 | 5
C[C@@H]1CN([C@@H](C)CO)C(=O)Cc2cc(NC(=O)Cc3cn(C)c4ccccc34)ccc2O[C@@H]1CN(C)S(=O)(=O)c1cn(C)cn1 | -8 | -1
CC(C)C(NS(=O)(=O)c1ccccc1F)C(=O)O (configuration not stated) | -3 | -3
CNC[C@H]1Oc2c(NC(=O)NC3CCCCC3)cccc2C(=O)N([C@H](C)CO)C[C@H]1C | -3 | nt
Cc1ccc(S(=O)(=O)N(C)C[C@@H]2Oc3ccc(NS(=O)(=O)c4ccccc4)cc3C(=O)N([C@H](C)CO)C[C@@H]2C)cc1 | nt | 0
COc1cc2oc(-c3ccc(O)c(O)c3)c(OC)c(=O)c2c(O)c1OC | -54 | 1
C[C@@H]1CN([C@H](C)CO)C(=O)c2cc(C#CC3(O)CCCC3)cnc2O[C@H]1CN(C)Cc1cncnc1 | 7 | nt
Cc1noc(C)c1S(=O)(=O)N(C)C[C@H]1OCCCC[C@@H](C)Oc2ccc(NC(=O)c3ccccc3)cc2C(=O)N([C@H](C)CO)C[C@@H]1C | nt | 2
C[C@@H]1CCCCO[C@@H](CN(C)Cc2ccncc2)[C@@H](C)CN([C@H](C)CO)C(=O)c2cc(NS(=O)(=O)c3ccc(F)cc3)ccc2O1 | nt | -1

Profiles, looked up by structure.
COc1ccc(NC(=O)Nc2ccc3c(c2)C(=O)N([C@@H](C)CO)C[C@H](C)[C@@H](CN(C)Cc2ccccc2)OCCCC[C@@H](C)O3)cc1 is listed as mut p53 react = -16; STK33 inh = nt
COc1ccc(OC)c(S(=O)(=O)Nc2ccc(NC(C)=O)cc2)c1 is listed as mut p53 react = -2; STK33 inh = 0

A portion of the library. The share of hits here may be higher or lower than overall.
